# Compound activity from PubChem.
# TAAR1 antagonist = human TAAR1 antagonists, primary screen, Fluo-8 calcium fluorescence, CHO RD-HGA16 cells | Trace amine-associated receptor 1 (Homo sapiens), Q96RJ0 | antagonist | inhibition, % at 3 µM | 1.5% of 360,000 active;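 active means inhibition above a per-plate cutoff, the mean inhibition of test compounds on that plate plus 3 SD, cut at about 49% in these data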;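 further: 0% = DMSO plus EC80 beta-PEA response and 100% = DMSO alone without agonist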
# Target sequence (Q96RJ0 whole entry, looked up): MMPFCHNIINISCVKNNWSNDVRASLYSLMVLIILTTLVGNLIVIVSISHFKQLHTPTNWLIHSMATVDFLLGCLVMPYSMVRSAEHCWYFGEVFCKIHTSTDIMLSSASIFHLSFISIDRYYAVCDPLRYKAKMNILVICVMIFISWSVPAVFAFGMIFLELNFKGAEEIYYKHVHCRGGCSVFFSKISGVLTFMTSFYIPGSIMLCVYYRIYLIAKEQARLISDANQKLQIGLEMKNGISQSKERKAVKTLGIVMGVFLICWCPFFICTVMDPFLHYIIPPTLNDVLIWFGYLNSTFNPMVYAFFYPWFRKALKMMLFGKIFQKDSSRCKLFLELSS
#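 System: RD-HGA16 CHO cells with stable hTAAR1 and Gα16 | Probe or stimulus: EC80 β-phenethylamine stimulus | Dosing: 3 µM, single point | Times: Dye loading 75 min at 37 °C, then 30 min room temperature | Measured by: Fluo-8 calcium-sensitive fluorescence | Read-out basis: % inhibition of agonist calcium response | Replicates: n of 1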
# M1 PAM parental = nonselective calcium activators in parental CHO-K1 cells, primary screen, counter-screen for M1 PAM project, cell-based, Fluo-8 calcium fluorescence, full deck, 1536-well | ATP EC20; 0% at ATP EC20, 100% at ATP max | AID 602247, 2012 | activation, % at 3 µM | 0.02% of 360,000 active;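 active means activation above the run cutoff, the mean activation of all test compounds plus 3 SD, cut at about 40% in these data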;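 further: peak over basal fluorescence ratio in a 140 s read after ATP addition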
# CHRM1 agonist = human M1 muscarinic receptor agonists, primary screen, Fluo-8 calcium fluorescence, CHO-K1 cells, HTS; AID 588814, 2011; activation, % at 3 µM; Muscarinic acetylcholine receptor M1 (Homo sapiens), P11229; 0.33% of 360,000 active; CHO-K1 hM1, agonist mode; 0% DMSO, 100% acetylcholine EC100;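 active means activation above the run's mean compound activation plus 3 SD, cut at about 16% in these data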;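 further: peak over basal fluorescence ratio within a 140 s kinetic read after compound addition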
# Target sequence (P11229 whole entry, looked up): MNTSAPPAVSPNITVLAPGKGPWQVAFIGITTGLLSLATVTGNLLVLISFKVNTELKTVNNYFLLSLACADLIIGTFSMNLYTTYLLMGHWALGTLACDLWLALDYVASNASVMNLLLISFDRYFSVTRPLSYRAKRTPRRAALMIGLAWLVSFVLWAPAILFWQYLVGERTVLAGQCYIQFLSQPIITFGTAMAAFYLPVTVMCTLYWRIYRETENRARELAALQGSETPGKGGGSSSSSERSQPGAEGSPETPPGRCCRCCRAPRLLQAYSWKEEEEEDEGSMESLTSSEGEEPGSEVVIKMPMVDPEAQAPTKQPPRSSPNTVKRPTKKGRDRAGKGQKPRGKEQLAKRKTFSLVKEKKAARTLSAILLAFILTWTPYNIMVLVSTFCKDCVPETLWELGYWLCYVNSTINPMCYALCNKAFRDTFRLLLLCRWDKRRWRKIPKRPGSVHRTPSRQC
# TAAR1 ag = human TAAR1 agonists, primary screen, Fluo-8 calcium fluorescence, CHO RD-HGA16 cells. vehicle wells 0%, saturating PEA agonist 100%. AID 624467, 2012. Trace amine-associated receptor 1 (Homo sapiens), Q96RJ0. activation, % at 3 µM. 0.99% of 360,000 active;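 active means activation above the mean activation of all test compounds in the run plus 3 SD, cut at about 38% in these data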
#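 Benchmarks: low control DMSO, high control PEA (EC100); System: CHO RD-HGA16 cells carrying human TAAR1 plus Gα16; Detection: Fluo-8 fluorescence, 5 s baseline then 140 s kinetic read; Schedule: 17-24 h plating, Fluo-8 75 min 37 °C, 30 min RT; Read-out basis: % activation from peak over basal fluorescence ratio, DMSO-to-PEA scaled.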
# CHO-K1 Ca ag = counter-screen for M1 agonists: effect in parental CHO-K1 cells | Fluo-8 calcium fluorescence; scaled to maximal ATP response, vehicle zero | activation, % at 3 µM | 0.48% of 360,000 active; in the data active means activation above about 15%;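 further: untransfected CHO-K1 host cells lacking M1 receptor as counterscreen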
# CHO parental Ca = ATP-evoked calcium signal inhibitors, parental CHO, primary screen, counter-screen for OX1R antagonist project, cell-based, fluorescence, Fluo-8 calcium dye; 0.63% of 330,000 active; inhibition, % at 5.6 µM; AID 463079, 2010; parental CHO-K1, ATP-induced calcium, Fluo-8 fluorescence;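 active means inhibition above that plate's mean sample inhibition plus 3 SD, cut at about 26% in these data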;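 further: 0% = ATP-challenged DMSO wells and 100% = DMSO wells without ATP; some compounds past the cut are filed as inactive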
#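 Test system: untransfected parental CHO cell line. Compound: one dose, 5.6 µM nominal. Detection: intracellular calcium via Fluo-8 no-wash fluorescent dye. Measure: % inhibition. Benchmarks: ATP-challenged DMSO wells low, unchallenged DMSO wells high.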
# M1 antag = human M1 muscarinic receptor antagonists, primary screen, CHO-K1 cells, Fluo-8 calcium fluorescence, 1536-well; CHO-K1 hM1, ACh EC80 antagonist; Muscarinic acetylcholine receptor M1 (Homo sapiens), P11229; inhibition, % at 3 µM; 1.3% of 360,000 active; AID 588852, 2011;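 active means percent inhibition above its own plate's cutoff, namely the mean of that plate's compound wells plus 3 SD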;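 further: peak over basal fluorescence ratio during 140 s after agonist addition; 0% = ACh EC80 plus DMSO and 100% = DMSO alone without agonist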
# M1 PAM = human M1 muscarinic receptor positive allosteric modulators, primary screen, CHO-K1 cells, Fluo-8 calcium fluorescence, 1536-well; AID 588819, 2011; activation, % at 3 µM; 0.088% of 360,000 active; Muscarinic acetylcholine receptor M1 (Homo sapiens), P11229; CHO-K1 hM1, ACh EC20; 0% = ACh EC20, 100% = maximal ACh; in the data active means activation above about 19%, passing the limit was not always enough
# CHO-K1 Ca antag = nonselective inhibitor or artifact in parental CHO-K1 cells; ATP-induced calcium, Fluo-8 fluorescence; 0.6% of 360,000 active; inhibition, % at 3 µM;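 active means inhibition above a per-plate cutoff, the plate's mean sample inhibition plus 3 SD, cut at about 24% in these data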;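 further: 0% = DMSO plus EC80 ATP and 100% = DMSO alone without ATP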
# Active calls of the source: *; · = no result given.
# Values run as follows: TAAR1 ag	CHO-K1 Ca ag	M1 PAM parental	CHO parental Ca	CHO-K1 Ca antag	M1 PAM	TAAR1 antagonist	CHRM1 agonist	M1 antag
> Cc1ccc(C2C(C#N)=C(N)N(c3ncn[nH]3)C3=C2C(=O)CC(C)(C)C3)cc1 (stereo not given)
→ -2	0.1	15	1	-11	13	-12	0	-18
> CCC1(c2ccccc2)NC(=O)N(CC(=O)NCc2ccncc2)C1=O (stereo not given)
→ -2	1.2	4	-1	-6	13	6	-3	-6
> CC(C)C[C@@H](CN1CCCC1CN1C(=S)NC[C@@H]1Cc1ccc(O)cc1)N1C[C@H](Cc2ccc(O)cc2)N(CC2CCCCCC2)C1=S (stereo not given in full)
→ 2	0.0	1	·	-10	0	-30	-1	-11
> NC(=O)C1CCCN(CC(=O)N2CCN(c3ccccc3)CC2)C1 (stereo not given)
→ 6	0.8	-5	-8	-21	8	-5	-7	-10
> COc1ccc2oc(=N)c(-c3nnc4n3CCCCC4)cc2c1
→ 10	0.3	19	-5	2	5	0	-5	2
> Cc1nc2ccccn2c1C(=O)OCC#N
→ 10	-0.3	-20	9	21	-2	-2	-4	11
> CCOc1ccccc1N(CC(=O)NC1CCCC1)C(=O)CCC(=O)Nc1cc(C)on1
→ 6	0.3	13	-19	3	1	-14	-2	0
> CCNc1nc(Oc2ccc(C(=O)OC)cc2)nc(SC)n1
→ 13	0.8	19	-11	-15	10	4	-7	-12
> O=[N+]([O-])c1cc(Cl)cc2c1nc(NCCO)c1ccccc12
→ 2	1.3	9	-8	-10	9	3	-3	-9
> CC1CCc2nc3ccccc3c(C(=O)OCC(=O)NC3CCS(=O)(=O)C3)c2C1 (stereo not given)
→ 0	1.5	-1	-14	-5	-2	-11	-5	6
> COc1ccc(C(=O)Nc2ccc(OCc3ccccc3)cc2)cc1[N+](=O)[O-]
→ 5	0.5	14	-3	-1	7	27	-3	-9
> Cc1ccc(-c2nn(C)c(=O)c3ccccc23)cc1CNC(=O)c1ccco1
→ -2	7.7	9	-17	6	1	-7	-4	-5
> COc1ccc(NC(=O)CN(C)C(=O)c2cccnc2Sc2ccc(C)c(C)c2)cc1
→ 4	0.2	-6	-29	4	-7	8	-2	18
> Cc1cc(N2CCN(C(=O)c3cccs3)CC2)c(F)cc1[N+](=O)[O-]
→ 9	8.6	5	52*	17	-8	24	0	23
> Fc1ccc(-[n+]2nc(Nc3ccccc3)sc2-c2c(Cl)cccc2Cl)cc1
→ 74*	15*	2	34	-7	-20	32	-2	22

# 2 of these compounds, reformatted:
compound	TAAR1 ag	CHO-K1 Ca ag	M1 PAM parental	CHO parental Ca	CHO-K1 Ca antag	M1 PAM	TAAR1 antagonist	CHRM1 agonist	M1 antag
CCNc1nc(Oc2ccc(C(=O)OC)cc2)nc(SC)n1	13	0.8	19	-11	-15	10	4	-7	-12
O=[N+]([O-])c1cc(Cl)cc2c1nc(NCCO)c1ccccc12	2	1.3	9	-8	-10	9	3	-3	-9

# (next part)
# Values run as follows: TAAR1 ag	CHO-K1 Ca ag	M1 PAM parental	CHO parental Ca	CHO-K1 Ca antag	M1 PAM	TAAR1 antagonist	CHRM1 agonist	M1 antag
> CN(C)/C=C1\N=C(c2ccc3c(c2)OCO3)OC1=O
→ 2	-0.3	19	-11	-16	1	-8	-2	-6
> O=S(=O)(NCc1cc(-c2ccc(Cl)cc2)no1)c1ccc(Cl)cc1
→ 8	1.7	15	93*	4	5	7	0	-5
> COc1ccccc1N1CCN(C(=O)c2cc(-c3ccccc3O)on2)CC1
→ 1	1.2	-1	-3	-7	-1	11	-3	-1
> COCCNC(=O)c1ccccc1NC(=O)c1ccccc1N(C)S(=O)(=O)c1ccccc1
→ 5	0.6	-3	-31	1	-4	15	0	-38
> COC(=O)Nc1nc2ccc(-c3n[nH]c(=O)c4ccccc34)cc2[nH]1
→ 0	1.1	28	-12	-18	-2	17	-3	1
> COc1ccc(C(c2c(NC(=O)c3ccco3)sc(C)c2C)N2CCOCC2)cc1 (stereo not given)
→ 5	-0.1	-9	·	22	9	-23	-1	-7
> CCOC(=O)C1=CCN(S(=O)(=O)c2ccc(F)cc2)C1c1cccc(Cl)c1 (stereo not given)
→ -1	0.9	9	·	8	4	19	-10	-4
> CCC1(c2ccc(F)cc2)NC(=O)N(CC(=O)N(C)C2CCS(=O)(=O)C2)C1=O (stereo not given)
→ 0	1.8	20	-11	-1	13	-10	-1	-22
> CCc1ccc(S(=O)(=O)NCCc2cn3ccc(C)cc3n2)s1
→ 1	0.5	-12	-9	12	-8	4	-12	4
> Cc1c(Cl)cnc(NC(=O)COC(=O)C2CCCC2)c1Cl
→ 9	0.3	-7	-18	-12	5	-1	-5	-2
> CCc1nc2ccc(C(=O)NC(C)(C)C)cn2c1N(CC)Cc1cccc(Br)c1
→ -2	-0.5	4	·	-7	-5	-26	-10	-6
> CCOc1ccc(NC(=S)NC(C)c2cccs2)cc1 (stereo not given)
→ 0	0.4	0	-2	0	-3	22	-12	-5
> COc1ccc(-c2cc(C(=O)NC(C)c3ccccn3)c3ccccc3n2)cc1OC (stereo not given)
→ 28	5.9	10	-13	-3	-8	44	-2	14
> COc1ccc(C2(C)CC(C)(C)Nc3ccccc32)cc1 (stereo not given)
→ 6	1.4	-2	-23	-6	3	-20	-2	-7
> CCOC(=O)C1C(=O)C=C(c2ccc(C)cc2)CC1c1cccc([N+](=O)[O-])c1 (stereo not given)
→ 13	1.1	6	-13	3	-7	29	-5	10

# Values run as follows: TAAR1 ag	CHO-K1 Ca ag	M1 PAM parental	CHO parental Ca	CHO-K1 Ca antag	M1 PAM	TAAR1 antagonist	CHRM1 agonist	M1 antag
> CCOC(=O)C1CCN(S(=O)(=O)c2ccc3[nH]c4c(c3c2)CCCC4)CC1
→ -1	16*	7	9	10	-6	1	0	15
> CSCCC(NC(=O)c1ccccc1)C(=O)NC1CCCC1 (stereo not given)
→ 9	2.2	13	-9	-18	14	2	1	-32
> Cn1nc(C(F)(F)F)c(/C=N/OCc2c(Cl)cccc2Cl)c1Cl
→ 7	-0.3	6	-32	-3	2	6	-3	-3
> Cc1cc(C(=O)N2CCC2(C)C(=O)NS(=O)(=O)c2cccc(OC(F)F)c2)nn1C (stereo not given)
→ 1	0.9	14	·	-10	4	-18	0	-15
> CC(=O)Nc1ccc(-c2csc(NC(=O)C3CCN(S(=O)(=O)c4cccs4)CC3)n2)cc1
→ 4	0.2	1	1	6	2	28	-7	-6
> O=C(COc1ccc(/C=N/NC(=O)c2ccccc2O)cc1)Nc1ccc([N+](=O)[O-])cc1
→ 10	1.2	10	-1	1	3	63*	-2	0
> CCc1nc2oc3ccccc3c(=O)c2cc1C(=O)OC
→ 0	4.2	11	·	-12	5	-4	-3	-6
> Cc1ccc(NC(=O)c2ncn(CCCN3CCN(c4ccccn4)CC3)n2)cc1C
→ 2	3.3	1	·	-13	1	-8	-2	0
> Cc1ccccc1C(=O)NC[C@@H]1CCCN2CCCC[C@H]12
→ 4	11	0	-4	9	2	-1	-7	-1
> C=CCN(CC=C)Cc1cc(=O)oc2cc(OC)c(Cl)cc12
→ -1	-0.3	-8	·	6	-11	-13	-2	-6
> Cc1cc(C)n(Cc2nc3ccccc3n2C)n1
→ 7	0.0	9	-10	-5	9	-22	-5	-6
> CC(C)NC(=O)Nc1cccc2c1O[C@H](CN(C)C(=O)Nc1ccc(C(F)(F)F)cc1)[C@@H](C)CN([C@H](C)CO)C2=O
→ 5	1.0	16	-2	-12	-2	-19	-1	5
> COc1ccc(C(CNC(=O)Cc2ccccc2)N2CCCCC2)cc1 (stereo not given)
→ 2	1.2	16	-15	-11	2	-4	-10	-3
> COc1ccc(/C=C/C(=O)NCC(=O)N/N=C/c2cc(Br)ccc2OCc2ccccc2)cc1
→ 3	1.0	0	-6	0	-1	14	-2	1
> Cc1ccc(NC(=O)COc2ccc(Br)cn2)cc1
→ 0	0.6	25	1	-19	11	8	-2	-13

# Values run as follows: TAAR1 ag	CHO-K1 Ca ag	M1 PAM parental	CHO parental Ca	CHO-K1 Ca antag	M1 PAM	TAAR1 antagonist	CHRM1 agonist	M1 antag
> Clc1ccc(OCc2nn3c(C4CCCCC4)nnc3s2)c(Cl)c1
→ 14	0.2	4	-2	1	7	-8	-5	-7
> CC(C)C(=O)NN(C(=O)C(C)C)c1nc2ccccc2s1
→ 1	0.1	10	-21	0	11	-30	-2	-15
> C[C@H](NC(=O)c1ccccc1)C(=O)N1CCN(c2ccccc2)CC1
→ 3	0.2	-1	-6	-9	2	-10	-5	2
> COc1ccccc1C1(O)CCN(CC(=O)Nc2nc(-c3ccccc3)cs2)CC1
→ 6	9.2	13	0	-12	-4	53*	-4	6
> COC(=O)[C@]1(C)CCC[C@@]2(C)C3CC[C@@]4(C)C[C@]3(CC[C@H]12)C[C@H]4O (stereo not given in full)
→ -3	0.7	24	-5	-15	6	-11	-3	-8
> COc1ccc(C2NC(C(=O)O)Cc3c2[nH]c2ccccc32)cc1CN1CCN(c2ccc(F)cc2)CC1 (stereo not given)
→ 1	-0.1	15	-22	-9	3	-27	-6	-8
> C=C(C)c1cccc(C(C)(C)NC(=O)N2CCN(CC)CC2)c1
→ 2	0.3	-2	-11	-6	4	-7	-4	-10
> COc1ccc(CC(=O)NC(C)c2nnc(SCC(=O)c3ccc(Br)cc3)n2C)cc1 (stereo not given)
→ 1	0.7	2	-19	-16	5	-2	-9	2
> COC(C[C@@H](O)CC(=O)[C@@H](C)OCc1ccccc1)OC
→ 13	0.1	-24	·	1	8	-10	1	-9
> Cc1ccc(C(=O)CSc2cc(C)[nH]c(=O)n2)cc1
→ -1	1.1	1	-10	-8	11	-15	0	1
> Cn1c(SCc2nc(-c3ccc(Cl)cc3)no2)nnc1-c1ccccc1
→ 2	6.5	18	-18	-13	-1	4	-5	-9
> COc1ccc(CN2CCN(C(=O)c3cccc(OC)c3OC)CC2)cc1OC
→ 0	1.9	1	4	-8	7	-8	-5	-4
> CC(C)NC(=O)CN1CCN(Cc2nc(C(c3ccccc3)c3ccccc3)no2)CC1
→ 9	3.3	17	-5	-11	-28	2	-5	52*
> O=C(Nc1ccc(F)cc1F)N1CCCCC1c1cccnc1 (stereo not given)
→ 3	-0.1	18	-10	-12	-1	9	-5	15
> COc1ccc(OCC(=O)Nc2nccs2)cc1
→ 0	17*	13	-3	-5	6	2	-4	-4
> O=C(Cn1ccc(NC(=O)OCc2ccccc2)nc1=O)NCc1ccc2[nH]ccc2c1
→ 2	0.0	-5	-10	-8	4	-4	-5	3
